High-throughput results as filed in PubChem BioAssay.
EBI2 block: EBI2 receptor antagonists, beta-arrestin recruitment, primary screen, cell-based, luminescence, 7a,25-OHC stimulation, uHTS. inhibition, % at 5 µM. G-protein coupled receptor 183 (Homo sapiens), P32249. 0.81% of 360,000 active. 7a,25-OHC stimulated; in the data active means inhibition above about 38%;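 further: enzyme fragment complementation signal reports receptor beta-arrestin coupling in cells; 0% = agonist plus DMSO wells and 100% = wells without agonist; some results beyond the cut were filed as inactive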
Target sequence (P32249 whole entry, looked up, the tested form may be a part): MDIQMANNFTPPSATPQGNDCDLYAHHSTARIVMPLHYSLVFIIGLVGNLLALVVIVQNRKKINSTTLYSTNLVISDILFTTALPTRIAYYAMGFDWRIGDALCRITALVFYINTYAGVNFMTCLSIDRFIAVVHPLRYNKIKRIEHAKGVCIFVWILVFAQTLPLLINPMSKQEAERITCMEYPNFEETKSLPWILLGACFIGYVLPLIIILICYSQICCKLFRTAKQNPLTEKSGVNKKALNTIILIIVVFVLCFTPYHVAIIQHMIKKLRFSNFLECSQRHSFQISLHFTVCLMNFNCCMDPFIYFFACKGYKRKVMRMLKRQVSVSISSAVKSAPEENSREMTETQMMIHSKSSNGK
APOBEC3A inh: APOBEC3A ssDNA deaminase inhibitors, primary screen, selectivity assay for APOBEC3G inhibitor project, biochemical, FAM/TAMRA oligo cleavage fluorescence; DNA dC->dU-editing enzyme APOBEC-3A (Homo sapiens), P31941; 0.41% of 330,000 active; recombinant A3A, FAM/TAMRA ssDNA deamination fluorescence; inhibition, % at 20 µM; AID 493011, 2011;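 active means at least 40% inhibition at 20 µM here, with at most 30% in a related deaminase screen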;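 further: plate controls were A3A with DMSO for no effect and wells lacking A3A enzyme for full effect; some results filed as inactive read as strong as hits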
Target sequence (P31941 whole entry, looked up): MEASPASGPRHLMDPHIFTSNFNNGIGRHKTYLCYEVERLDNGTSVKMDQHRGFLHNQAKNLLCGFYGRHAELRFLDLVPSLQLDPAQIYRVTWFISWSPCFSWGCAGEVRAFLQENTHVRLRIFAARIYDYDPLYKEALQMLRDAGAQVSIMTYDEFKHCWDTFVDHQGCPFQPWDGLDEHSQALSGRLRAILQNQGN
CXCR6 inh: CXCR6 receptor inhibitors, primary screen, cell-based, beta-arrestin, luminescence, CHO-K1 PathHunter, 1536-well. C-X-C chemokine receptor type 6 (Homo sapiens), O00574. inhibition, % at 20 µM. 0.36% of 360,000 active; in the data active means inhibition above about 34%, passing the limit was not always enough;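 further: antagonist mode with CXCL16 agonist at 10 nM final; 0% = 10 nM CXCL16 with DMSO and 100% = unstimulated wells without agonist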
Target sequence (O00574 whole entry, looked up): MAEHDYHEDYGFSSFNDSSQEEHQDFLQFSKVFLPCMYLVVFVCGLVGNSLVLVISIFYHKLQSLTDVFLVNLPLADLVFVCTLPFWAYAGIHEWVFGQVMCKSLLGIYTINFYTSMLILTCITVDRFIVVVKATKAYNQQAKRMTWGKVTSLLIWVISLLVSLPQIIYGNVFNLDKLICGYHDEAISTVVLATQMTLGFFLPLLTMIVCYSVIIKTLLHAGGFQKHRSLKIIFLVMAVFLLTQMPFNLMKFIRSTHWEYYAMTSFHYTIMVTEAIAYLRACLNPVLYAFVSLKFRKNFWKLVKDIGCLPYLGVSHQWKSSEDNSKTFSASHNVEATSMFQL
CCR6 antag: CCR6 receptor antagonists, primary screen, cell-based, CHO-K1, luminescence, beta-arrestin, uHTS; inhibition, % at 20 µM; 0.49% of 340,000 active; CHO-K1 CCR6 PathHunter beta-arrestin, CCL20-stimulated; AID 493098, 2011;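 active means compounds whose inhibition of the agonist-driven luminescence signal at 20 µM reaches about 50%, limit read from the data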;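 further: cells stimulated with CCL20 at 14 nM final; plate controls were DMSO with CCL20 for no effect and DMSO without agonist for full effect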
A3G deaminase: APOBEC3G DNA deaminase inhibitors, primary screen, biochemical, fluorescence, single-stranded DNA substrate, uHTS. 0.28% of 330,000 active. inhibition, % at 20 µM. DNA dC->dU-editing enzyme APOBEC-3G (Homo sapiens), Q9HC16. recombinant A3G, ssDNA deamination FAM/TAMRA fluorescence;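 active means inhibition of at least 40% at 20 µM, with no more than 30% in the related APOBEC3A deaminase screen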;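 further: plate controls were DMSO wells with A3G for no effect and wells lacking A3G enzyme for full effect; some compounds called inactive have numbers as strong as hits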
NR3A LBD binder: binders of NR3A ligand-binding domain, primary screen, biophysical, differential scanning fluorimetry, uHTS; Glutamate receptor ionotropic, NMDA 3A (GRIN3A) ligand-binding domain; NR3A LBD differential scanning fluorimetry, Tm shift; 0% = protein alone, 100% = glycine-bound protein; Tm shift relative to glycine control, % at 25 µM; 2.5% of 340,000 active; AID 1259313, 2017;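 active means melting temperature shift of at least 10% of the positive control shift, at one fixed dose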
MPTP inh: mitochondrial permeability transition pore inhibitors, primary screen, biochemical, isolated mouse mitochondria, absorbance; Ca2+ swelling absorbance, 30 min; inhibition, % at 10 µM; 1.4% of 360,000 active;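 active means inhibition of 50% or more, scaled per plate between neutral and stimulator controls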;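 further: 0% = DMSO wells given calcium and 100% = 1 mM EGTA wells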
Gli-Sufu antag: Gli-Sufu pathway antagonists, primary screen, luciferase luminescence, Sufu-KO-LIGHT cells, uHTS. AID 588413, 2011. Sufu-KO-LIGHT fibroblasts, Gli luciferase reporter luminescence. 0.74% of 340,000 active. inhibition, % at 5 µM;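 active means inhibition above about 55%, limit read from the data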;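 further: 0% = DMSO-treated cells and 100% = wells with medium but no cells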
An asterisk follows results filed as active; . = no result given; & = joins results of further samples.

SMILES,CXCR6 inh,CCR6 antag,A3G deaminase,APOBEC3A inh,MPTP inh,Gli-Sufu antag,NR3A LBD binder,EBI2 block
COc1ccc(OC)c(S(=O)(=O)NCc2cn3cccc(C)c3n2)c1,4.0,-7.3,-7.2,-7.8,-0.7,4.2,-2.4,5.4
Cc1nccn1-c1ccc(C=O)cc1,-6.1,-4.0,0.9,-3.3,0.1,-0.9,-0.8,3.2
Cc1ccc(C(=O)NNC(=O)c2ccc3ccccc3c2O)cc1,8.8,15.5,-10.8,-8.2,1.5,-1.2,-7.4,-2.4
O=c1c2ccccc2cnn1Cc1cccc(Br)c1,-2.7,5.7,-0.7,2.9,-1.4,-3.7,1.2,3.0
CCc1c(C)c(C#N)c2nc3ccccc3n2c1Nc1c(C)n(C)n(-c2ccccc2)c1=O,5.6,16.7,-2.5,-2.6,3.4,7.2,6.1,-8.1
CC1CCCN(S(=O)(=O)c2cc(Cl)ccc2Cl)C1 (centres undefined),-1.5,17.0,-6.9,4.9,-0.7,5.7,1.1,17.6
O=C(CSc1nc2ccccc2o1)Nc1ccc(N2CCOCC2)c(Cl)c1,-1.3,5.7,-7.5,-10.1,96.7*,-60.1,-1.1,-2.8
CCOc1ccccc1NC(=O)Cn1c(=O)oc2cc(Cl)ccc21,3.9,13.7,-7.5,-3.2,-1.1,12.7,0.7,2.6
CCN(CC)CCSc1nc2c([nH]1)c(=S)n(C)c(=O)n2C,-4.0,4.1,.,.,-0.5,7.3,2.4,6.8
O=C(OCC(=O)N1CCN(C(=O)c2ccco2)CC1)c1cc(F)c(F)cc1Cl,10.2,1.8,3.3,-1.1,-1.6,4.6,2.0,6.0
COc1ccc(N2CCN(C(=O)CSc3nnc4n3C(C)(C)Cc3ccccc3-4)CC2)cc1,-5.4,-6.8,-2.8,-2.9,17.1,14.4,-1.6,5.5
CC1CN(C(=O)COc2ccc3ccccc3c2)CC(C)O1 (centres undefined),-2.4,2.7,-7.4,-3.6,0.1,-0.2,0.7,9.5
CN(Cc1cccc2cnccc12)C(=O)CCc1nnc(CCc2ccccc2)o1,5.7,5.5,-0.3,-0.8,3.4,6.0,-1.3,0.4
COc1ccccc1N1C(=O)CSC1=S,2.7,12.1,2.3,4.8,0.0,-1.8,-2.2,6.2
Cc1cc(C2(c3cc(C)c(NC(=O)CN4CCOCC4)c(C)c3)CCCCC2)cc(C)c1NC(=O)CN1CCOCC1,.,10.2,-5.9,-4.7,.,-0.5,-1.1,.
O=C(Cn1cc(C(F)(F)F)ccc1=O)OCC(=O)c1ccc[nH]1,0.0,12.9,-8.3,-4.2,0.5,-3.2,-0.6,-14.6
O=C1C(Cl)=C(N2CCCCCC2)C(=O)N1c1ccc(Br)cc1,-0.4,21.2,6.5,-6.3,1.1,-1.7,-1.3,0.7
Cc1ccsc1/C=C1\SC(N2CC(C)OC(C)C2)=NC1=O (centres undefined),-0.9,12.1,-6.9,-2.7,-1.3,-13.8,-2.1,1.9
Cc1ccc(S(=O)(=O)CCc2ccccn2)cc1,0.1,-15.1,-2.6,8.0,-1.0,-1.9,2.1,-28.5
Cc1ccsc1C(=O)OCC(=O)NC1CC1,3.9,4.1,-1.8,1.5,-1.9,-3.4,-1.0,-6.3
COc1ccc(C(=O)Nc2cccc(C(=O)N3CCCCC3)c2)cc1,6.8,5.1,5.6,2.9,1.4,-7.7,2.1,6.0
CCN1CCN(CCOc2cccc(Oc3ccccc3)c2)CC1,-7.2,20.0,-4.1,-4.8,-0.3,25.1,-0.1,0.1
C[C@H](CCC(=O)O)[C@H]1CC[C@H]2[C@@H]3[C@H](O)C[C@@H]4C[C@H](O)CC[C@]4(C)[C@H]3C[C@H](O)[C@]12C,-2.4&4.1&2.4,-0.6&-3.2&10.8,-3.1&2.0&-2.6,-0.8&1.6&-2.8,-1.0&-2.8&-1.9,0.0&-1.5&4.7,-2.2&1.3&-1.8,4.4&8.3&-7.3
COc1cc(C=NOC(=O)Nc2ccccc2)cc(OC)c1OC,-1.8,13.1,.,.,0.8,2.9,-3.9,-5.9
C=CCn1c(SCC(=O)c2c(N)n(C)c(=O)n(C)c2=O)nc2sc(CC)cc2c1=O,-4.6,17.6,-1.9,0.7,-1.0,-12.9,-5.0,1.0
CC(C)CC1NC(=O)N(CC(=O)Nc2cc(S(=O)(=O)N3CCOCC3)ccc2Cl)C1=O (centres undefined),-4.2,-3.3,-5.7,1.1,-1.4,.,-0.2,-3.7
COc1cc(C(=O)Nc2ccc(C)cn2)ccc1OCC(=O)N1CCOCC1,3.1,3.3,-2.9,0.7,-2.1,-8.3,1.7,1.4
CCN(C[C@H]1N[C@@](C)(C(=O)OC)[C@H]2C(=O)N(Cc3ccccc3)C(=O)[C@@H]12)C(=O)c1ccc(F)cc1,-5.2,-3.2,-6.6,-5.6,-1.9,-0.1,0.9,-3.5
CC(=O)c1ccc(NC(=S)NC2CCCC(C)C2C)cc1 (centres undefined),-0.8,15.0,-5.4,-2.5,71.1*,-0.8,-21.5,-2.0
CCn1c(=O)c(C(=O)NCc2ccccn2)c(O)c2ccccc21,14.3,-8.1,-7.5,-2.4,-0.1,1.4,-7.2,-16.1
N/N=C(\c1ccccc1)c1cc(Br)ccc1N,17.4,10.1,-2.4,-3.6,2.7,-29.3,2.2,-5.6
Cc1ccc2c(c1)NC(=O)c1cccnc1N2,3.2,-11.2,-6.8,-4.6,-5.8,-18.1,0.1,1.8
O=c1cc(O)c2sc3nc(C(F)(F)F)c4c(c3c2[nH]1)CCCCC4,-1.5,2.7,-5.4,0.5,-0.8,-3.8,-3.2,7.2
CCC(C)[C@H](NC(=O)N1CCCCCC1)C(=O)O (some centres undefined),-8.3,-6.0,-8.3,-6.8,1.6,4.4,1.1,4.5
O=C(CCl)N(C/C=C/c1ccccc1)c1ccc2c(c1)OCCO2,-8.0,15.7,2.1,3.2,-0.8,32.5,0.0,5.8
COc1ccc(-c2cn3cccnc3n2)cc1NC(=O)C(C)Oc1ccccc1 (centres undefined),6.6,12.3,-8.1,-4.3,-1.0,4.8,-0.7,-6.1
O=C(CCc1c[nH]c2ccccc12)NCCc1ccc(Cl)cc1,-16.5,16.3,-2.7,3.9,2.4,18.4,-7.8,49.2*
N/C(=N\OC(=O)c1ccc(Cl)cc1)c1cccnc1,-13.0,-2.3,-5.1,-0.4,0.2,-1.5,3.0,-7.5
O=C(CCc1ccccc1)NC1CCS(=O)(=O)C1 (centres undefined),0.2,5.7,-0.2,1.0,0.4,-3.8,-0.3,3.0
O=C(c1ccc(Cl)cc1)c1ccc(OCC(O)CN2CCOCC2)cc1 (centres undefined),0.7,-8.3,-3.1,-6.1,-5.6,10.3,-2.5,4.9
Cc1cc(C)c2c(c1)OC(=O)CC2c1ccc2c(c1)OCO2 (centres undefined),-3.6,20.1,2.3,0.2,3.6,-1.4,-1.0,2.6
CCn1c(CC(=O)Nc2ccc(C)cc2)nnc1SCC(=O)N1CCOCC1,1.5,-3.5,7.1,3.4,-1.2,3.0,1.5,-5.5
CCCn1c(SCC(=O)NCCc2ccccc2)nnc1C(C)C,-0.9,6.6,-4.5,-4.4,-0.2,-9.3,-0.2,13.0
CCOc1cc(/C=C2/C(=O)ON=C2C)ccc1OCc1ccc(F)cc1,-14.2,7.0,-3.8,4.0,-0.7,-3.8,1.6,-3.2
O=C(NC(=S)NNC(=O)c1ccccc1O)c1cccnc1,28.9,4.8,-7.5,-6.4,-0.5,4.5,0.0,4.0
CC1CC(C)CN(CCCNC(=O)C2CCC(=O)N2C2CCCC2)C1 (centres undefined),3.7,-3.7,-2.2,-0.3,0.4,-2.4,-8.6,-13.5
CCC(C(=O)NCCc1ccc(C)cc1)n1nc(C)c2c(C)n(-c3ccccc3)nc2c1=O (centres undefined),-3.3,23.6,1.4,26.3,0.4,0.4,0.5,-1.6
C[C@H]1CN([C@@H](C)CO)C(=O)c2cccc(NC(=O)C3CC3)c2O[C@H]1CN(C)Cc1ccc(-c2ccccc2)cc1,2.9,3.3,-7.0,-2.7,0.0,22.4,-2.1,-0.6
O=C1/C(=C/c2ccncc2)CCC/C1=C\c1ccncc1,22.4,34.7,.,.,4.7,1.1,-1.2,0.2
Cc1ccc(C(C)C)cc1NC(=O)Nc1ccc([N+](=O)[O-])cc1,-2.4,28.9,-1.8,1.0,83.7*,1.8,25.1*,28.8
COc1ccc(CCNC(=O)c2cccc(-n3cnnn3)c2)cc1,-6.1,4.4,-9.2,-4.2,-0.6,4.3,1.1,2.5
CCOC(=O)c1oc2ccc(S(=O)(=O)n3nc(-c4cc(OC)c(OC)c(OC)c4)cc3N)cc2c1C,-3.5,0.5,-5.8,0.3,0.8,3.9,-22.6,-3.7
c1ccc(CSc2ncnc3c2sc2nc(N4CCOCC4)c4c(c23)CCCC4)cc1,8.1,1.8,-3.7,0.5,-0.8,4.4,3.2,-2.0
CCC(=O)Nc1c(-c2ccc(OC)cc2)c(=O)c2ccccc2n1C,3.5,-0.6,-1.7,-0.6,-1.9,7.4,-2.0,4.6
COc1ccc(-c2cc(C(F)(F)F)nc(SCC(=O)N(C)Cc3cnn(C)c3C)n2)cc1OC,-7.0,12.6,6.5,-4.3,2.2,6.9,-7.0,6.6
CCOC(=O)C1(Cc2ccccc2)CCN(Cc2cnn(CC)c2)CC1,-9.4,10.1,-4.7,1.9,3.3,-7.1,-3.1,-12.3
O=C(Nc1ccc(OC(F)(F)F)cc1)c1cnccn1,12.8,4.9,-0.8,-6.1,-0.8,-15.0,-0.2,-18.4
O=C(COC(=O)c1cnccn1)NCCc1ccc(Cl)cc1Cl,-7.5,9.5,-2.6,2.8,-2.7,-8.4,-3.5,-1.8
C/C(=N\NC(=O)c1nnn(-c2nonc2N)c1CSc1ccccc1)c1ccco1,7.9,18.4,-0.4,-3.9,-0.2,-13.4,5.0,1.3
Cc1ccc(C(=O)N2CCN(CCNC(=O)C(=O)NCc3ccc(Cl)cc3)CC2)cc1,-2.3,5.5,-2.7,-2.8,-0.1,1.6,-1.3,18.6

Two compounds from above, showing only NR3A LBD binder:
SMILES | NR3A LBD binder
O=C(NC(=S)NNC(=O)c1ccccc1O)c1cccnc1 | 0.0
Cc1ccc(C(=O)NNC(=O)c2ccc3ccccc3c2O)cc1 | -7.4

More structures:
SMILES,CXCR6 inh,CCR6 antag,A3G deaminase,APOBEC3A inh,MPTP inh,Gli-Sufu antag,NR3A LBD binder,EBI2 block
CN(C)S(=O)(=O)c1ccc(NC=O)cc1,-0.9,5.1,-3.9,-1.6,-0.3,0.6,-2.0,-0.6
COc1cc2c(cc1OC)C(c1ccccc1C(F)(F)F)CC(=O)N2 (centres undefined),1.4,2.6,-1.5,1.9,1.0,-20.0,0.3,1.3
O=C(NCCCc1ccccc1)Nc1ccccc1,-3.6,-6.5,-2.7,5.9,4.4,-13.3,3.9,4.0
N#CCOc1nc(N2CCOCC2)nc(N2CCOCC2)n1,-3.7,-12.5,-6.2,-1.0,-0.2,-10.5,-2.1,-8.7
